Screening data as filed in PubChem BioAssay.
ATG4B inhibitor: ATG4B (human) cysteine protease inhibition; Q9Y4P1; AID 504462; actives 0.51% (n = 340,000); ATG4B cleavage of LC3-PLA2, NBD-HPC fluorescence, 1 h; inhibition, % at 8.33 µM; in the data active means inhibition above about 40%
Target sequence (Q9Y4P1 whole entry, looked up): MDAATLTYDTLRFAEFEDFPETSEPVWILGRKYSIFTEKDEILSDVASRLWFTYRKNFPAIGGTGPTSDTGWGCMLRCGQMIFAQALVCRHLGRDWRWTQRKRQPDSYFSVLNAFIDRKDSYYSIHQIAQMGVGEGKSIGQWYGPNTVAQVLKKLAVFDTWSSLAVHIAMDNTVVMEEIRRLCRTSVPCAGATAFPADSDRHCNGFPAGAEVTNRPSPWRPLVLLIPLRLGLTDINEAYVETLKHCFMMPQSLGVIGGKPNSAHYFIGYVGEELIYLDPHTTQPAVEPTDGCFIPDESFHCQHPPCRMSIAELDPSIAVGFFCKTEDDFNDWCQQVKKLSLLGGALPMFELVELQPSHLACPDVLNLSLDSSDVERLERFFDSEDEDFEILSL
Active calls of the source: *. An excerpt; the hit share may differ from the screen's.

SMILES	ATG4B inhibitor
Nc1ccc(-c2cnc(N)c(C(=O)c3cccnc3)n2)cn1	-5
Cn1c(=O)c2[nH]c(CCCc3nc4ccccc4[nH]3)nc2n(C)c1=O	-8
CCN1/C(=C/c2ccc3cc(C)ccc3[n+]2C)Sc2ccc3sccc3c21	5
COc1cc(C(=O)Nc2ccc(S(=O)(=O)N3CCCCC3)cc2)ccc1OCC(=O)N1CCOCC1	-15
CCOC(=O)c1ccccc1NC(=O)COC(=O)c1ccc(OCC(=O)N2CCOCC2)c(OCC)c1	-10
Nc1ccc(Cc2ccc(N)c(O)c2)cc1O	8
CN1/C(=C/C(=O)COC(=O)CN2C(=O)C3CC=CCC3C2=O)C(C)(C)c2ccccc21 (stereo not drawn)	-2
CC(C)CN(CC(C)C)c1nn[nH]n1	-8
CC1(C)CC(=O)C(=CN2CCN(C(=O)c3ccco3)CC2)C(=O)C1	4
O=C1C=C(NC2=CC3OC(c4ccccc4)OCC3OC2=O)CCC1 (stereo not drawn)	7
CCCCCCCn1c(=N)n(CC(O)c2ccco2)c2ccccc21 (stereo not drawn)	15
CCOC(=O)c1c(C)[nH]c(C(=O)OCC(O)=C(C#N)c2nc3ccccc3[nH]2)c1C	-6
O=C(NN=Cc1cccc2ccccc12)C1CC1	-3
COc1ccccc1C=NN=C1c2ccccc2-c2ccccc21	-2
O=C(NNC(=O)c1ccc2ccccc2c1)c1ccc(Cl)cc1	0
CC(C)C[C@@H](CN)NC(=O)c1nc[nH]c1C(=O)N[C@@H](CC(C)C)C(=O)CNC[C@H](C)NC(=O)c1nc[nH]c1C(=O)N[C@@H](C)C(=O)O	2
O=C1c2ccccc2C(=O)C12Cc1ccccc1N1CCN(c3ccccc3)CC12 (stereo not drawn)	3
CCN1C[C@@H]2[C@@H]3C(=O)N(C)C(=O)[C@@H]3[C@](C)(C1=O)N2C(=O)c1ccc(Cl)c(Cl)c1	0
COc1cc(OC)nc(Oc2ccccc2C=O)n1	7
CC12CCC(C(S(=O)(=O)Nc3ccccc3)C1=O)C2(C)C (stereo not drawn)	-9
CCCc1ccc(-c2ccc(/C=C/C(=O)O)cc2)nc1	1
CC(C)N1CCC(=O)NC1=O	6
N=C1C(c2nc3ccccc3s2)=C(O)CN1NC(=O)c1ccc([N+](=O)[O-])cc1	11
O=C(NCCCCc1ccccc1)c1cccc(NC(=O)c2ccccc2)c1	-3
O=C(CCC1CCCN(C(=O)c2cc3ccccc3o2)C1)NCc1ccc(F)c(F)c1 (stereo not drawn)	36
CC(=O)Nc1cc2c3ccccc3n(C)c2cc1[N+](=O)[O-]	2
O=C1C2C3C=CC(O3)C2C(=O)N1N=Cc1ccc2c(c1)OCO2 (stereo not drawn)	-6
CC1CCCC12NC(=O)NC2=O (stereo not drawn)	1
CN(C(=O)c1cccc(NC(=O)Cc2ccc(NC(=O)C3CCN(C(=O)C4CCCC4)CC3)cc2)c1)C1CCCC1	-8
Cc1onc(-c2ccccc2)c1C(=O)N(Cc1ccco1)Cc1cccs1	24
O=C(NN=Cc1cccc2ccccc12)C(=O)NN=Cc1cccc2ccccc12	2
O=C1/C(=C\c2ccc(Cl)c(Cl)c2)CN(C(=O)CCN2CCOCC2)C/C1=C/c1ccc(Cl)c(Cl)c1	3
CN(C)N1C(=O)c2c(Cl)c(Cl)c(Cl)c(Cl)c2C1=O	-2
OC(CNc1ccnc2cc(Cl)ccc12)CNC1CCCCC1 (stereo not drawn)	-2
O=C(CCCCn1cnc2c(=S)nc[nH]c21)Nc1ccc(C(=O)O)c(O)c1	0
COc1cccc(/C=C2/SC(=S)N(CC(=O)Nc3nnc(C)s3)C2=O)c1	11
O=C1Cc2ccccc2C(=O)N1Cc1cccc(Cl)c1	7
COc1ccc(-n2cnc3c(N)nc(N)nc32)cc1	-9
CCOC(=O)C(C#N)=CN1CCNc2ccccc21	-6
FC(F)(F)c1ccccc1NC(=S)Nc1cccc2cnccc12	-17

Some of the entries above, set out differently.
structure,ATG4B inhibitor
O=C1/C(=C\c2ccc(Cl)c(Cl)c2)CN(C(=O)CCN2CCOCC2)C/C1=C/c1ccc(Cl)c(Cl)c1,3
CN(C)N1C(=O)c2c(Cl)c(Cl)c(Cl)c(Cl)c2C1=O,-2
OC(CNc1ccnc2cc(Cl)ccc12)CNC1CCCCC1 (stereo not drawn),-2

Additional compounds follow.
SMILES	ATG4B inhibitor
O=C(O)C(C1CCCCC1)C1(O)CCCC1 (stereo not drawn)	-10
CC(C)(C)c1ccc(N2C(=O)CC(c3ccccc3)C2=O)cc1 (stereo not drawn)	-2
C=CCn1c(=O)/c(=C/c2ccsc2)s/c1=C(\C#N)C(=O)NCCN1CCOCC1	-7
CCOC(=O)C1(NC(=O)CN2C(=O)c3ccccc3C2=O)CCCC1	-3
COc1ccc(-c2oc3cc(O)c(OC)c(O)c3c(=O)c2OC)cc1O	3
Cc1ccccc1OCC(O)COc1ccccc1C	9
COc1ccc(/C=C/C(=O)NC(=S)Nc2ccc(C(=O)O)cc2)cc1	13
Cc1ccc(NC(=S)NNC(=S)Nc2ccc(C)cc2)cc1	-3
CC(=O)Nc1cccc2c1Cc1cc([N+](=O)[O-])ccc1-2	4
Cn1cnc2c(cnn2C)c1=N	-1
COc1ccc(NC(=O)CCC(=O)c2ccc(F)cc2)cc1	-1
Cc1ccc(NC(=O)c2ncn(CCCNCCCc3ccccc3)n2)cc1C	-5
O=c1[nH]cncc1OCc1ccccc1	-3
CCc1cccc(C)c1NS(=O)(=O)c1cccs1	-1
Cc1ccc(C(=O)Nc2ncccc2S(=O)(=O)c2ccccc2)cc1	3
COc1ccc(N=Cc2ccccc2O)cc1	3
Cc1ccc2nc(N3CCN(C(=O)c4ccccc4F)CC3)c(C#N)cc2c1	13
O=C(O)c1cc(Sc2ccc(Br)cc2)nc2ccccc12	0
CCCSc1ncnc2[nH]ncc12	3
CCSc1ncc(Cl)c(C(=O)N(Cc2ccc(N(C)C)cc2)C2CCS(=O)(=O)C2)n1 (stereo not drawn)	-10

Another view of part of the listing above:
CC(=O)Nc1cccc2c1Cc1cc([N+](=O)[O-])ccc1-2
  ATG4B inhibitor: 4

Cn1cnc2c(cnn2C)c1=N
  ATG4B inhibitor: -1

COc1ccc(NC(=O)CCC(=O)c2ccc(F)cc2)cc1
  ATG4B inhibitor: -1

Cc1ccc(NC(=O)c2ncn(CCCNCCCc3ccccc3)n2)cc1C
  ATG4B inhibitor: -5

(further entries)
SMILES	ATG4B inhibitor
O=C(O)C1OCC2(CO1)COC(C(=O)O)OC2 (stereo not drawn)	6
COc1cccc(N/C=C/C(=O)c2ccc(Cl)cc2)c1	0
N#Cc1cccnc1N1CCN(C(=O)c2ccccc2)CC1	-3
CC(C)=CCc1c2c(c3occ(-c4ccc(O)c(O)c4)c(=O)c3c1O)C=CC(C)(C)O2	10
Cc1cc(C)nc(NC(N)=NCCc2ccccc2)n1	-5
CC1CCCC=CC2CC(OC(=O)CN(C)C)CC2C(O)C=CC(=O)O1 (stereo not drawn)	-17
COc1ccc(C(CNC(=O)c2cccc(S(=O)(=O)Nc3ccc(Br)cc3)c2)N(C)C)cc1 (stereo not drawn)	-1
C[C@@H](N)C(=O)N[C@H]1CCC2C3CC=C4C[C@@H](O)CC[C@]4(C)C3CC[C@@]21C (stereo partly drawn)	0
CN(Cc1ccccc1)Cc1ccccc1C(O)c1ccccc1 (stereo not drawn)	11
CCOC(=O)C1(CCOc2ccccc2)CCN(Cc2ccc(OCC)c(CO)c2)CC1	13
O=S(=O)(NC1Cc2ccccc2C1)c1ccccc1	2
Cn1cnnc1SCc1ccc(C(=O)N/N=C(/CCC(=O)O)c2ccc(C(C)(C)C)cc2)cc1	-1
CC1(C)OC2OC(C3COC(=O)O3)C(OC(=O)c3ccccc3)C2O1 (stereo not drawn)	-2
Cc1nc(N2CCN(Cc3ccccc3)CC2)nc2c1C(=O)CCC2	6
O=C(O)c1ccc(C=NN2CCCCCC2)cc1	2
O=C(O)c1ccccc1SC1CC(=O)N(c2cccc3ccccc23)C1=O (stereo not drawn)	-2
Cc1ccc2oc(=O)ccc2c1	4
C#CCOCCOCCOCCNc1nc(N2CCN(C(=O)C(Cc3cc4ccccc4[nH]3)n3cc(C(N)Cc4ccc(O)cc4)nn3)CC2)nc(N2CCN(C(=O)C(Cc3cc4ccccc4[nH]3)n3cc(C(N)Cc4ccc(O)cc4)nn3)CC2)n1 (stereo not drawn)	-5
O=C(c1ccc(F)cc1)C1CCN(C(=O)c2ccc(Cl)cc2)CC1	9
O=[N+]([O-])c1cccc(COc2cccc(CN3CCCCC3)c2)c1	5
O=C(NN=Cc1c(O)ccc2ccccc12)C1CC1	-4
O=[N+]([O-])c1ccc(Nc2cccc3c2[nH]c2c(-c4ccccc4)nccc23)c([N+](=O)[O-])c1	1
O=c1[nH][nH]c(=O)c2c1[nH]c(=S)n2Cc1ccccc1	2
Cc1cc(C)c2cc(C(=O)Nc3ccc(C)c(F)c3)[nH]c2c1	-3
Cc1cccc(C)c1OCC(O)CNS(=O)(=O)c1ccccc1C(=O)N1CCOCC1 (stereo not drawn)	7
CCOc1cc(C2NN=C(c3ccc(C)cc3)S2)ccc1O (stereo not drawn)	-11
O=C(OCC(O)C(O)C(O)C(SCc1ccccc1)SCc1ccccc1)c1ccccc1 (stereo not drawn)	-5
O=C(Cn1cnc2cc([N+](=O)[O-])ccc2c1=O)Nc1cccc(S(=O)(=O)N2CCCCC2)c1	-11
COc1cc(C(=O)c2ccccc2C(=O)O)c(OC)c2c1CCCC2	4
COc1ccccc1OCC(=O)NNC(=O)c1cccs1	-6
CC(C)(C)NC(=O)C1(N2C(=O)c3ccccc3C2=O)CCCC1	-7
O=C1[C@H](Cc2ccccc2)NCCCC[C@H](c2ccco2)N1Cc1ccccc1	-3
COc1ccc(CC2C(=O)NC(C)C(=O)N(C)C3Cc4ccc(cc4)Oc4cc(ccc4O)CC(C(=O)NC(C)C(=O)NC(C)C(=O)N2C)N(C)C3=O)cc1 (stereo not drawn)	-8
CCN1CCN(C2=CC3=CC(=C(C#N)C#N)CCC3CC2)CC1 (stereo not drawn)	-129
O=C(Nc1ccccc1)C1=C(c2ccccc2)S(=O)(=O)CCS1(=O)=O	7
CCOc1ccc(NC2=CC(=O)C(=O)c3ccccc32)cc1	-6
Cc1ccc(NC(=O)c2ncn(CCCN(CCCn3cnc(C(=O)Nc4ccc(C)c(C)c4)n3)Cc3ccc4[nH]ccc4c3)n2)cc1C	-12
O=C1OC(c2ccccc2)C(O)=C1c1ccccc1 (stereo not drawn)	-8
CN(Cc1cc(Cl)cc(Cl)c1)CC(C(=O)c1ccccc1)c1ccccc1 (stereo not drawn)	0
Cc1c(Cl)cccc1NS(=O)(=O)c1ccccc1	5

Structures above containing bromine, in the order listed:
SMILES	ATG4B inhibitor
O=C(O)c1cc(Sc2ccc(Br)cc2)nc2ccccc12	0
COc1ccc(C(CNC(=O)c2cccc(S(=O)(=O)Nc3ccc(Br)cc3)c2)N(C)C)cc1 (stereo not drawn)	-1

The results go on:
SMILES	ATG4B inhibitor
CN1C[C@@H]2[C@@H]3C(=O)N(C)C(=O)[C@@H]3[C@](Cc3ccccc3)(C1=O)N2C(=O)c1ccccc1	-5
Cc1ccccc1CN1CCc2c(OCC(=O)N3CCCc4ccccc43)cccc2C1=O	28
CC(=O)Nc1ccc(C(=O)N/N=C/c2cccnc2)cc1	-6
O=C1c2ccccc2-c2onc3ccc(N4CCCC4)c1c23	-8
COc1cc(NC(=O)OCc2ccccc2)c2ncccc2c1	0
CN(C)c1ccc(C=NNc2ccccn2)c(Cl)c1	8
CCOc1ccc(S(=O)(=O)NCc2cccnc2)cc1NC(=O)c1ccccc1	11
Cc1cc(Cl)ccc1NC(=S)Nc1ccccn1	-2
O=C1NC(c2ccccc2)C(c2ccccc2)N1 (stereo not drawn)	0
Cc1ccc2ccc3cccnc3c2n1	3
COc1cccc(N2CCN(c3ccc(S(=O)(=O)N4CCCC4)cc3)CC2)c1	-1
C#CCOCCOCCOCCNc1nc(N2CCN(C(=O)[C@H](Cc3cc4ccccc4[nH]3)n3cc([C@@H](N)Cc4ccc(O)cc4)nn3)CC2)nc(N2CCN(C(=O)[C@H](Cc3cc4ccccc4[nH]3)n3cc([C@@H](N)CC(C)C)nn3)CC2)n1	1
O=C(CNC(=O)c1cccc(S(=O)(=O)N2CCc3ccccc32)c1)Nc1ccccc1Br	-15
O=C(CCNC(=O)c1ccco1)NNC(=O)c1ccc(Br)cc1	-9
O=C(COC(=O)/C=C/c1ccco1)Nc1cccc([N+](=O)[O-])c1	1
O=C(Nc1cccc(Cl)c1)OCCOCCOC(=O)Nc1cccc(Cl)c1	-5
Cc1cccc(-c2ccc3c(c2)C2CC3CCN2)c1 (stereo not drawn)	12
c1ccc(-c2c[nH]c(-c3ccccc3)c2)cc1	2
CCC(CNc1cc(OC)cc2cccnc12)NC1CCCCC1 (stereo not drawn)	2
O=C(NN=CC=Cc1ccccc1)C(O)C(O)C(=O)NN=CC=Cc1ccccc1 (stereo not drawn)	3
N#Cc1ccc(OCC(=O)Nc2cc(S(=O)(=O)N3CCOCC3)ccc2N2CCCC2)cc1	-7
CC1CN(Cc2ccco2)C(=S)N(c2ccccc2)C1=O (stereo not drawn)	2
CC1(C)CC(Nc2ccc(Nc3ccccc3)cc2)CC(C)(C)N1	1
Cc1ccc(C(=O)CC(=O)c2ccc(C)cc2O)cc1	3
COc1ccc(S(=O)(=O)NC(C(=O)OCC(=O)Nc2ccc(N3CCOCC3)cc2)C(C)C)cc1 (stereo not drawn)	-1
CC1(C)C(C=C(Cl)Cl)C1C(=O)Nc1ccc([N+](=O)[O-])cc1 (stereo not drawn)	10
CC(C)Sc1nc(N)nc2c1ncn2C1OC(CO)C(O)C1O (stereo not drawn)	-7
CCN1C[C@@H]2[C@@H]3C(=O)N(C)C(=O)[C@@H]3[C@](CC)(C1=O)N2C(=O)c1ccc(F)cc1	-7
Oc1c(CN2CCOCC2)ccc(CN2CCOCC2)c1O	-7
CC(C)(C)OC(=O)N1CCC(C(=O)Nc2cccc(C(=O)NCc3ccccc3)c2)CC1	-3
